Screens (PubChem BioAssay)
Mito fusion act: inhibitors of mitochondrial division or activators of mitochondrial fusion; S. cerevisiae fusion-defective mutant growth rescue, CellTiterGlo 48 h; Potency, µM (doses to about 46.1 µM), without a hit: at the top dose growth rescue (activation), hits mostly activators; hit rate 0.23% among 320,000;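 also: potency is read from the fitted curve at half-maximal effect; % of control where 0% means no effect; nearly all actives have a fitted effect of over 45% in size; temperature-sensitive fusion mutants such as fzo1-1 at 37 °C on non-fermentable ethanol glycerol medium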
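Yeast fusion mutant, YPEG (non-fermentable carbon), compound, 48 h at 37C non-permissive; CellTiterGlo added, 10 min RT, luminescence read. Rescued growth = division inhibition.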
TCR act: activates T cell receptor signaling | 330,000 tested, under 10 active | AID 504894 | primary human leukocytes, anti-CD3, IL-2 HTRF, 48 h | Potency, µM (highest dose often 9.22 µM), for the others: at the top dose activation of IL-2 secretion, usual class: activators; also: % of control where 0% means no effect
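Readout: HTRF IL-2, Eu-cryptate/d2 antibody pair, 320nm excitation, 665nm emission. Stimulus: a-CD3 beads, no co-stimulation. Cells: primary human leukocytes. Exposure: 48 hr with compound.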
Integrin act MD: activates integrin-mediated alleviation for muscular dystrophy; AID 624291; hit rate 0.064% among 350,000; Potency, µM (top dose mostly 38.3 µM), without a hit: at the top dose activation, most hits filed as activators; alpha7betagal myoblasts, beta-gal FDG fluorescence, 48 h;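 also: potency is read from the fitted curve at half-maximal effect; 100% = response of the positive control SU9516; nearly all actives have a fitted effect of over 60% in size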
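Alpha7betagal+/- myoblasts (passage 13) were plated 16-24 hr, then exposed to compounds (1:260 dilution of DMSO stock) for 48 hours at 37C. After MPER lysis, β-galactosidase reporter activity was read as FDG fluorescence (ex 480/em 540) after 30 minutes.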
AT treatment: potential ataxia-telangiectasia treatment. […] A-T fibroblasts, KAP-1 phosphorylation AlphaLISA; neocarzinostatin DNA damage 30 min before lysis. Potency, µM (series often up to 57.5 µM), inactives show at the top dose activation, usual class: activators. hit rate 0.19% among 320,000; also: potency is read from the fitted curve at half-maximal effect; % of control where 0% means no effect; nearly all actives have a fitted effect of over 45% in size
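ATM-like activity read as KAP-1 phosphorylation via AlphaLISA donor/acceptor antibody pairs after lysis and 6 hr at 25C. Cells were ATM-null patient fibroblasts ([…], hTERT), dosed 60 min, then exposed to the DSB inducer NCS for 30 min.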
ASM inhibitor: human S-ASM enzyme inhibition; P17405; placental ASM, HMU-PC fluorogenic substrate, 60 min; Potency, µM (doses to about 57.5 µM), without a hit: at the top dose activity change, negative = inhibition, most hits filed as inhibitors; hit rate 0.006% among 340,000; also: potency is read from the fitted curve at half-maximal effect
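qHTS format. ASM enzyme prepared from human placenta hydrolyses the fluorogenic substrate HMU-PC0 (9 uM final) over 60 min at 37 °C after a 10 min compound preincubation.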
CXXC DNA block: blocks binding of human MLL CXXC domain to DNA | AID 2662 | Potency, µM (titrated, usually from 115 µM), inactives show at the highest dose activity change, negative = inhibition, actives largely listed as inhibitors | hit rate 0.037% among 290,000 | Q03164 | MLL-CXXC / FITC-HOXA9 DNA fluorescence polarization; active = well fitted inhibition curve with a large enough effect in the polarisation, with a control signal flat, not every such curve was filed as active; inconclusive = small, poorly fitted or top-dose-only effect, or effect the other way, or a change in a side signal; inactive = no such curve, though single readings can be large or run the other way; the % refers to the polarisation; also: potency is read from the fitted curve at half-maximal effect
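Steps: dispense CXXC domain solution (7 uM) → pin compounds or unlabeled HOX-A9 DNA control → 5 min ambient → add FLSN-HOX-A9 solution (50 nM) → spin → 30 min ambient → fluorescence polarization. Tris pH 7.5/NaCl/DTT/BSA buffer.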
TSHR antag: human thyrotropin receptor antagonism; activity change, negative = inhibition, % at 11.5 µM; hit rate 0.2% among 330,000; P16473; TSHR-expressing cells, TSH-stimulated cAMP HTRF, 2 h; active compounds read low;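 active = activity change below a set negative limit, meaning inhibition stronger than a set level, cut at about -70% in these data; inconclusive = activity change between two set negative limits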; also: % is scaled to controls: 0 for no effect and ±100 for the full control effect
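TSHR-expressing cells, 200/well, pre-treated with compound, then stimulated with EC80 TSH (4nM final) for 2 hours at 37 deg C. cAMP measured by competitive HTRF: anti-cAMP cryptate antibody in lysis buffer plus cAMP-d2, read after 30 minutes at room temperature.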
MBNL1 CUG block: inhibitors of human MBNL1 binding to CUG repeat RNA. hit rate 0.036% among 280,000. TR-FRET MBNL1-His/biotin-(CUG)12 binding, 665/545 ratio. Q9NR56. Potency, µM (top dose mostly 57.5 µM), for the others: at the highest dose activity change, negative = inhibition, hits mostly inhibitors; active = well fitted inhibition curve with a large enough effect in the signal ratio, with a control signal flat, not every such curve was filed as active; inconclusive = small, poorly fitted or top-dose-only effect, or effect the other way, or a change in a side signal; inactive = no such curve, though single readings can be large or run the other way; the % refers to the signal ratio; also: potency is read from the fitted curve at half-maximal effect; % is scaled to controls: 0 for no effect and ±100 for the full control effect
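MBNL1-His + Biotin-(CUG)12, cpd titration 92 nM–58 uM; Tb anti-His Ab 0.055 ng/ul, SA-XL665 5 nM (final); 60 min RT; ratiometric 665/545 nm, Ex 340 nm; normalized to buffer and full-complex controls.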
PTAP TSG101 blk: blocks PTAP/TSG101 interaction to inhibit HIV-1 budding; AID 493005; Q99816; Fluorescence polarization, FITC-PTAP peptide / Tsg101 binding; Potency, µM (titrated, usually from 115 µM), for inactives: at the top dose activity change, negative = inhibition, actives largely listed as inhibitors; 340,000 tested, under 10 active; active = well fitted inhibition curve with a large enough effect in the main read-out, with a control signal flat, not every such curve was filed as active; inconclusive = small, poorly fitted or top-dose-only effect, or effect the other way, or a change in a side signal; inactive = no such curve, though single readings can be large or run the other way; also: potency is read from the fitted curve at half-maximal effect; % of control where 0% means no effect
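Fluorescence polarization binding of Tsg101 binding domain (10 uM final) to FITC-labeled PTAP peptide (50 nM final) in HEPES pH 7.5 buffer with NaCl, Tween 20, EDTA, TCEP. Compounds added before peptide; binding 20 min at RT.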
Menin-MLL TR inh: menin-MLL binding inhibition, Texas Red mutant peptide; O00255; Menin + Texas Red MLL mutant peptide, fluorescence polarization; Potency, µM (titrated, usually from 61.6 µM), without a hit: at the highest dose FP activity change, negative = inhibition, actives largely listed as inhibitors; hit rate 0.23% among 270,000; active = well fitted inhibition curve with a large enough effect in the polarisation, with a control signal flat, not every such curve was filed as active; inconclusive = small, poorly fitted or top-dose-only effect, or effect the other way, or a change in a side signal; inactive = no such curve, though single readings can be large or run the other way; the % refers to the polarisation; also: potency is read from the fitted curve at half-maximal effect; % of control where 0% means no effect; many of its hits are not listed in these tables
Starred values were filed as active, the others as inactive; ? = inconclusive; . = no result given; [ ] = another dose, or the depositor's remark. Unless noted, calls follow the shape of the dose curve; as a rule, active = well fitted curve in the direction sought with a large enough effect; inconclusive = small, poorly fitted or top-dose-only effect, or another doubt; inactive = no such curve, though single readings can be large; an effect the other way counts as inactive or inconclusive.

Results follow in this order: Mito fusion act, TCR act, Integrin act MD, AT treatment, ASM inhibitor, CXXC DNA block, TSHR antag, MBNL1 CUG block, PTAP TSG101 blk, Menin-MLL TR inh
CC1CCC2(CC1)NC(=O)c1ccccc1O2 (stereo not drawn)
→ 3%, 4%, 2%, 0%, 1%, 1%, -7, 4%, -3%, -27%
COc1ccc(C(=O)OCC(=O)Nc2ccc(F)c(F)c2)cc1OC
→ -6%, 7%, 9%, ., 0%, 11%, 5, -2%, -3%, 8%
COC(=O)CNC(=O)c1cc(-c2ccncc2)nc2ccc(C)cc12
→ -1%, 2%, 35%, 5%, -3%, -3%, -6, -1%, 0%, .
CCn1c(=O)c2c(n3c(=S)[nH]nc13)-c1ccccc1CC21CCCCC1
→ 0%, 0%, 5%, 5%, -5%, 0%, -19, -1%, -4%, 12%
O=S(=O)(Nc1ccc(Nc2ccccc2)cc1)c1ccc(F)cc1
→ ., -2%, ?, ., -10%, ., ., ., -9%, .
CC(CNC(=O)c1cc(Cl)ccc1[N+](=O)[O-])NC(=O)c1cc(Cl)ccc1[N+](=O)[O-] (stereo not drawn)
→ 3%, 0%, 7%, -6%, -3%, 22%, 6, ?, -4%, 4%
Cc1c(C(=O)N2CCCC2)c(S(=O)(=O)NCCc2ccccc2)c(C)n1C
→ -17%, -4%, ?, -1%, 3%, 38%[activator], 25, -2%, 0%, 1%
COc1ccc(C(CNC(=O)c2cccc(S(=O)(=O)N3CCCCC3)c2)N2CCCC2)cc1 (stereo not drawn)
→ -5%, 4%, -29%, -8%, -2%, ., 7, ., 0%, .
COc1ccc(-c2csc(NC(=O)CSc3ccc(Br)cc3)n2)c(OC)c1
→ -6%, -3%[46.1 µM], -24%, 5%, -6%, 10%, -12, 7%, -3%, -22%
COCCCn1c(=O)/c(=C/c2ccccc2OC(F)F)s/c1=C(\C#N)C(=O)NCCOC
→ ., 2%, -6%, ., 26%, ., ., ., 0%, .
CC1CCCC(C)N1c1nnc(N)s1 (stereo not drawn)
→ -4%, 3%, -15%, -16%, 2%, -10%, 8, -10%, 0%, -2%
S=c1[nH]nc(-c2cccnc2)n1-c1ccccc1
→ 3%, -3%[46.1 µM], 16%, 0%, 4%, 9%, 5, -1%, -5%, ?
COc1ccc(-c2cc(C(F)(F)F)nc(N3CCN(C)CC3)n2)cc1OC
→ -13%, 3%, -62%[inhibitor], 4%, -3%, 0%, -5, -9%, -8%, ?
CCOCCc1nnc(NC(=O)CCc2ccccc2)s1
→ -9%, -6%, -7%, -3%, -2%, 14%, -1, 5%, -2%, -17%
NC(=S)Nc1cnc2ccccc2c1
→ -5%, 1%, -16%, 4%, 2%, 2%, 6, 16%, 0%, 15%
CCN1CCCC1CNC(=O)COc1cc(=O)n(C)c2ccccc12 (stereo not drawn)
→ 2%, 1%, ?, -2%, 2%, 6%, 0, -11%, -7%, -15%
Cc1ccc(CNC(=O)CSc2nnc(CNC(=O)c3ccccc3)o2)cc1
→ -4%, 1%, 5%, -3%, -5%, 34%[activator], -2, -8%, -6%, -12%
Cc1ccc(C)c(NC(=O)COC(=O)CSc2ccccc2)c1
→ 4%, ., -24%, -5%, -1%, ., 23, ., 1%, .
N#CC1=C(N)N(c2ccccc2Sc2ccccc2)C(=O)C1
→ 0%, 0%, -6%, 3%, -2%, -6%, 7, -7%, -6%, 9%
CCCCC(CC)CNC(=O)Cn1c(=O)[nH]c2ccsc2c1=O (stereo not drawn)
→ -3%, -2%, 9%, -3%, -2%, 12%, 4, 4%, -5%, 2%
Cc1ccc(S(=O)(=O)CCC(=O)OCC(=O)NC(C)c2ccc(F)cc2)cc1 (stereo not drawn)
→ 0%, 8%, -11%, -6%, 1%, ., 0, ., -4%, .
O=C(NCCc1ccccc1)c1ccc2c(c1)S(=O)(=O)N=C1CCCCCN12
→ 0%, 5%, 4%, -3%, 0%, ., 11, ., 1%, .
CC(=O)c1ccc(NC(=O)C(C)OC(=O)c2ccc(NS(=O)(=O)c3ccc4[nH]c(=O)[nH]c4c3)cc2)cc1 (stereo not drawn)
→ ., 2%, -8%, ., -27%, ., ., ., -4%, .
CC(C)c1ccc(S(=O)(=O)N2CCN(CC(O)CN3CCOCC3)CC2)cc1 (stereo not drawn)
→ 2%, 1%, -23%, 0%, 4%, ., 3, ., -5%, .
NC(=S)N/N=C/c1c(O)ccc2ccccc12
→ -3%, 1%, 2%, 27%, 16%, -19%, 10, 4%, -1%, .
O=C(Cc1cccs1)Nc1nc(-c2ccc(F)c(F)c2)cs1
→ -5%, 2%, ?, 4%, -3%, 0%, -30, -2%, 0%, ?
C=CCOc1ccc(/C=C/C(=O)OCC(=O)N(C)CC(=O)Nc2ccc(F)cc2)cc1
→ -2%, 7%, 17%, 3%, 0%, ., -13, ., -1%, .
COc1cc(CC(=O)OCC(=O)Nc2cc([N+](=O)[O-])ccc2F)cc(OC)c1OC
→ -2%, 0%[46.1 µM], 8%, 24%, -1%, -10%, 39, ?, -5%, 14%
CCN(CC)c1nc(-c2nn[nH]n2)nc(N(CC)CC)n1
→ -10%, 5%, 22%, 4%, 6%, 2%, -4, -3%, -6%, 26%
O=C(CC(Nc1ccc(F)cc1)c1ccccc1)c1ccccc1 (stereo not drawn)
→ 1%, 6%[46.1 µM], 18%, 10%, -1%, 6%, -23, 5%, -1%, ?

Reprinted at random: three compounds from above, in no set order.
Results follow in this order: Mito fusion act, TCR act, Integrin act MD, AT treatment, ASM inhibitor, CXXC DNA block, TSHR antag, MBNL1 CUG block, PTAP TSG101 blk, Menin-MLL TR inh
COc1ccc(C(=O)OCC(=O)Nc2ccc(F)c(F)c2)cc1OC
→ -6%, 7%, 9%, ., 0%, 11%, 5, -2%, -3%, 8%
CCCCC(CC)CNC(=O)Cn1c(=O)[nH]c2ccsc2c1=O (stereo not drawn)
→ -3%, -2%, 9%, -3%, -2%, 12%, 4, 4%, -5%, 2%
CC(=O)c1ccc(NC(=O)C(C)OC(=O)c2ccc(NS(=O)(=O)c3ccc4[nH]c(=O)[nH]c4c3)cc2)cc1 (stereo not drawn)
→ ., 2%, -8%, ., -27%, ., ., ., -4%, .

Next part.
Results follow in this order: Mito fusion act, TCR act, Integrin act MD, AT treatment, ASM inhibitor, CXXC DNA block, TSHR antag, MBNL1 CUG block, PTAP TSG101 blk, Menin-MLL TR inh
O=C(CN(C(=O)c1ccccc1Cl)N1C(=O)CCCC1=O)c1ccc(Cl)cc1
→ -3%, 3%, 6%, -3%, 4%, -4%, 2, -2%, -1%, 2%
Cc1cc(=O)oc2c1c(C(F)(F)F)nn2-c1ccccc1
→ -2%, -2%, -10%, -5%, 0%, -5%, 10, ., -1%, .
CC(C)(C)NC(=O)COc1ccc(CNc2ccc3[nH]c(=O)[nH]c3c2)cc1
→ -1%, 5%, -22%, 2%, 16%, 28%, -12, ?, -2%, ?
CCc1ccc(NC(=S)N(CCC(C)C)C2CCN(C(C)=O)CC2)cc1
→ -8%, 8%, -14%, 2%, -4%, 15%, 0, -7%, -1%, ?
FC(F)(F)c1cccc(CNC2CCN(Cc3ccccc3)CC2)c1
→ -6%, ., -19%, 2%, 7%, 29%, 14, -1%, -1%, 0%
CCOC(=O)c1ccccc1NC(=O)Cn1c(=O)n(Cc2ccccc2)c(=O)c2c(C)c(C)sc21
→ 1%, 2%[46.1 µM], -1%, -1%, -1%, 3%, 10, -17%, -8%, -4%
Cc1cc(=O)[nH]c(SCC(=O)Nc2cccc3ccccc23)c1C#N
→ ?, ., 8%[7.66 µM], -6%, -2%, 8%, -48, -4%, -5%, ?
COc1ccc(-c2cc(N3C(=O)Nc4ccccc4N3O)n[nH]2)c(OC)c1
→ -2%, -1%, 34%, -12%, -2%, 29%, -7, -5%, -6%, -14%
N#Cc1cnn(Cc2ccccc2)c1N
→ 1%, 2%, 19%, 2%, 1%, -2%, -1, 9%, 0%, 2%
CC(=O)c1ccc(OCCCC(=O)Nc2ccc(C)c(S(=O)(=O)N(C)C)c2)cc1
→ 0%, -1%, 1%, -2%, 0%, 2%, 6, ., -2%, -1%

Some of the compounds tested; rates above refer to the full screens.
